Source: PubChem BioAssay (several laboratories)
TROY NFkB inh: blocks TROY-dependent signaling in reporter cells; Q293 LMP1-TROYcd NF-kB luciferase reporter, 4 h; inhibition, % at 10 µM; hit rate 0.98% among 360,000; AID 1347056;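 active means compounds whose plate-normalised and pattern-corrected inhibition of the luciferase reporter signal at the single screening dose is 50% or more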
NOD2-RIPK2 inh: NOD2-RIPK2 protein interaction inhibition; CHO BLA complementation NOD2-RIPK2, CCF4 ratio; O43353; AID 624267; inhibition, % at 4.98 µM; hit rate 0.38% among 360,000; in the data active means inhibition above about 21%;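 further: 0% = vehicle only and 100% = reference blocker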
NCOA3 inh: inhibitors of human steroid receptor coactivator 3 (SRC3); Q9Y6Q9; HEK293 GAL4-SRC3 luciferase reporter, luminescence; inhibition, % at 3.6 µM; hit rate 0.17% among 360,000; AID 588352;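 active means inhibition above a per-campaign cutoff, the mean of all compounds plus 3 SD, cut at about 60% in these data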;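 further: 0% = DMSO-treated cells and 100% = gossypol-treated cells at 36 µM; higher means less SRC3-driven luciferase light from the GAL4 reporter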
SRC2 inh: human SRC2 (NCOA2) inhibition | hit rate 0.17% among 370,000 | HEK293 GAL4-SRC2 luciferase reporter, luminescence | AID 651957 | inhibition, % at 9 µM;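 active means inhibition above the mean inhibition of all tested compounds plus 3 SD, set per campaign, cut at about 52% in these data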;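 further: 0% = DMSO treated cells and 100% = cells given Gossypol at 36 µM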
SRC1 inh: inhibits human SRC1 coactivator; HEK293 GAL4-SRC1 luciferase reporter, luminescence; hit rate 0.12% among 360,000; Q15788; AID 588354; inhibition, % at 3.6 µM;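 active means inhibition above the campaign mean plus 3 SD, with each screening campaign given its own cutoff, cut at about 60% in these data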;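 further: 0% = DMSO treated cells and 100% = gossypol at 36 µM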
TWEAK-Fn14 inh: blocks TWEAK-Fn14 interaction in a reporter cell assay. TWEAK-stimulated Fn14 reporter cells, luciferase luminescence, 8 h. inhibition, % at 10 µM. hit rate 2% among 360,000. AID 1159606; in the data active means inhibition above about 50%
NR2F2 inh: NR2F2 (human) inhibition, primary screen | P24468 | HEK293T NGFI-A luciferase reporter, luminescence | inhibition, % at 8.6 µM | hit rate 0.7% among 370,000 | AID 686940;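 active means inhibition above a per-plate cutoff, mean inhibition of test wells between control levels plus 3 SD, cut at about 38% in these data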;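 further: cells cotransfected with COUP-TFII expression vector driving the NGFI-A reporter; 0% = median of COUP-TF2 test wells and 100% = reporter-only cells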
LRH-1 inv ag: suppresses constitutive activity of human LRH-1; O00482; HEK293T StAR-luciferase reporter, LRH-1 transfected, 24 h; inhibition, % at 3.6 µM; hit rate 0.13% among 360,000; AID 602396;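 active means inhibition above the mean inhibition of all tested compounds plus 3 SD, cut at about 73% in these data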;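 further: 0% = DMSO wells and 100% = reporter-only cells lacking LRH-1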
TRAIL sens C8: caspase-8 TRAIL sensitization. AID 624354. NB7+C8 cells + TRAIL, ATPlite viability luminescence. hit rate 1% among 360,000. inhibition (viability loss, TRAIL sensitization), % at 10 µM;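 active means compounds causing at least 50% loss of cell viability in the single-dose screen, relative to plate controls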
LMP1 NFkB inh: inhibitors of Epstein-Barr LMP1-induced NF-kappaB reporter. LMP1-induced NF-kappaB luciferase reporter cells, luminescence. inhibition, % at 12.5 µM. hit rate 0.69% among 350,000. AID 504558; in the data active means inhibition above about 41%;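 further: 0% = neutral control wells and 100% = reference inhibitor control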
TLR9-MyD88 block: blocks human TLR9 binding to MyD88; hit rate 0.21% among 340,000; Q9NR96+Q99836; inhibition, % at 4.98 µM; CHO BLA complementation TLR9-MyD88, CCF4 FRET ratio;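 active means inhibition above the mean over all tested compounds plus 3 SD, cut at about 21% in these data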;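 further: 0% = DMSO only wells and 100% = clavulanate BLA inhibitor control wells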
Target sequence (Q99836 whole entry, looked up): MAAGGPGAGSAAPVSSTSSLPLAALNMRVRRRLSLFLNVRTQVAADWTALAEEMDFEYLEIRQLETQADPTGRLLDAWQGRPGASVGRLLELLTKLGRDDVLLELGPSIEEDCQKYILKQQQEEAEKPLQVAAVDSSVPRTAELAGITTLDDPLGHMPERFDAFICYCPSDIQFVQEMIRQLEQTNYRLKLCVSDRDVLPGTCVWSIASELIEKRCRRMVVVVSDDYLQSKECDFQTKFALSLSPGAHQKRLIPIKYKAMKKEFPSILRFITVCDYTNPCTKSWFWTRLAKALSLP
Target sequence (Q9NR96 whole entry, looked up): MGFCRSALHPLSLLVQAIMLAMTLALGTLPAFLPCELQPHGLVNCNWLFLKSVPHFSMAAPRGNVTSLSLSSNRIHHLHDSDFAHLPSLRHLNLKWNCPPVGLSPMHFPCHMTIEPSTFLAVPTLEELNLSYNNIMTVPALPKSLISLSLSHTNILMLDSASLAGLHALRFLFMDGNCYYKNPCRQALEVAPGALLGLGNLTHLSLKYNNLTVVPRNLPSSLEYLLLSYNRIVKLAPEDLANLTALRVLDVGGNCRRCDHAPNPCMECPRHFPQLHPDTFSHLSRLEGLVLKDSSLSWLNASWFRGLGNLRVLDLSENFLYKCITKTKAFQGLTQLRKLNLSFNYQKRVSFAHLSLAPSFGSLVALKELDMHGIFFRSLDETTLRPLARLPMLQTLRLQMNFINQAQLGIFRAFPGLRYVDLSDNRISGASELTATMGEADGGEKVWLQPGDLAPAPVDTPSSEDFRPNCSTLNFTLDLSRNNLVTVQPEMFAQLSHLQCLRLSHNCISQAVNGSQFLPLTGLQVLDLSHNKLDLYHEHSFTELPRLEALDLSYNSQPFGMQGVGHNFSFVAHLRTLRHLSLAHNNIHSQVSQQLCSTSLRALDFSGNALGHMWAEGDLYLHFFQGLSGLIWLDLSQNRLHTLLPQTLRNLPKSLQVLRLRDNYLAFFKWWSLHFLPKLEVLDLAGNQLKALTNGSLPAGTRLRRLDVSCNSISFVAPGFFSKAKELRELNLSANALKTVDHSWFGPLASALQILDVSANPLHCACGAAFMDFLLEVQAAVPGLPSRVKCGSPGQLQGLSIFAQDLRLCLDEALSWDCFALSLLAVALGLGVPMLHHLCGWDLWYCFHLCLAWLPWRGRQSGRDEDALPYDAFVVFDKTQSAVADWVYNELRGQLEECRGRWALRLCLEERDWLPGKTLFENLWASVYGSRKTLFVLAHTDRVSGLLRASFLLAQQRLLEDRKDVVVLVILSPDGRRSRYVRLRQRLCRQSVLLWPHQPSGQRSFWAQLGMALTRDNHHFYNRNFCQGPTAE
* marks the source's active call; other numbers are inactive results; . = not tested or not shown.

SMILES	TROY NFkB inh	NOD2-RIPK2 inh	NCOA3 inh	SRC2 inh	SRC1 inh	TWEAK-Fn14 inh	NR2F2 inh	LRH-1 inv ag	TRAIL sens C8	LMP1 NFkB inh	TLR9-MyD88 block
COc1cccc(CNC(=O)c2cc3c(C)nc4ccccc4c3o2)c1	44.0	-0.5	-18.8	22.0	2.3	52.3*	37.9*	21.8	-4.5	18.1	10.8
Cc1ccccc1CS(=O)(=O)CCC(=O)NCc1ccccn1	-4.8	-11.7	9.2	3.9	3.1	1.1	6.5	3.5	0.4	5.2	-0.8
CC(NC(=O)c1ccco1)C(=O)NC(C)c1cc(F)c(Cl)cc1Cl (configuration not stated)	-5.8	-1.4	10.2	-21.1	-2.7	7.4	7.6	0.1	-0.6	0.9	6.8
CC(=O)NC1C(OCc2ccccc2)OC2COC(C)(C)OC2C1O (configuration not stated)	5.0	-21.9	12.5	-7.5	4.7	2.8	0.1	-5.3	-4.4	-9.1	0.8
O=C(NCc1ccco1)Nc1ccc(Br)cc1	-57.2	0.8	-46.1	-15.9	-44.5	-11.4	-23.6	-34.3	6.4	-7.9	-7.4
Cc1ccc(N/C=C2/Sc3ccccc3NC2=O)cc1	-63.3	-2.5	-5.4	-15.7	8.1	-9.4	-16.7	9.4	11.6	-17.8	-4.7
COc1ccc(-c2cc(-c3ccccc3)nc(SCC(=O)Nc3ncc(C)s3)c2C#N)cc1	-13.1	0.4	15.5	-20.1	7.8	20.9	-2.8	4.8	1.3	-7.1	0.2
O=C(Oc1c(-c2ccccc2)c(=O)n2c3c(cccc13)CC2)c1ccccc1	34.2	2.2	-24.5	-2.9	-5.7	-0.5	16.9	-10.8	8.5	.	.
CCc1ccccc1NC(=O)CCCN1C(=O)c2cccnc2C1=O	5.0	-3.1	-12.4	-6.2	-12.2	4.7	0.8	-4.7	13.3	1.2	-9.4
CCCCN(C)Cc1cc(=O)oc2cc3c(cc12)CCCC3	-8.6	-7.5	8.8	-49.0	-0.8	9.9	-16.6	8.9	-8.3	-5.5	-3.8
CC(C)C[C@H]1C(=O)N2CCC[C@H]2[C@]2(O)O[C@](NC(=O)C3C=C4c5cccc6[nH]c(Br)c(c56)C[C@H]4N(C)C3)(C(C)C)C(=O)N12 (some centres not stated)	-13.7	-6.4	-2.6	-0.9	-8.7	-24.0	29.6	12.7	-8.0	13.8	-9.4
CCOc1ccc(NC(=O)CSc2ccc3nnc(-c4ccccn4)n3n2)cc1	5.3	-7.1	6.1	-16.8	-2.4	0.1	-0.2	-9.2	15.0	0.3	-22.0
Cc1nn(C)c(C(=O)N/N=C/c2cccc3ccccc23)c1Cl	-56.4	-2.6	17.2	-6.2	4.3	-37.3	-16.2	-8.9	0.8	3.5	-2.6
CN(C)S(=O)(=O)c1cc(NC(=O)COC(=O)/C=C/c2ccco2)ccc1Cl	4.7	-7.3	8.2	22.4	9.6	-13.5	-1.6	10.8	-16.2	-1.3	-13.8
CCOc1cc(-c2cc(N)n[nH]2)cc(OCC)c1OCC	1.0	-22.8	-11.6	-12.3	8.0	-13.7	-14.5	3.3	-11.9	0.0	-1.0
C=CCn1c(SC(C)C(N)=O)nc2sc(CC)cc2c1=O (configuration not stated)	6.5	4.7	16.5	-5.7	-5.6	-14.6	4.7	32.1	-16.5	0.5	.
CCOCCCNC(=O)C(NC(=O)c1cnccn1)c1ccc(C)cc1 (configuration not stated)	-12.4	-7.5	-3.7	-81.3	-4.3	11.7	8.6	3.4	2.3	-10.6	-4.8
CC(C)(C)N1CCC1CN (configuration not stated)	12.8	12.7	14.9	-19.4	7.7	-8.9	-0.7	-3.3	-11.2	0.1	-9.1
CSCCC(NS(=O)(=O)c1ccc2c(c1)oc(=O)n2C)C(=O)NC1CCC(C)CC1 (configuration not stated)	-19.1	-13.8	-4.8	-49.7	-7.0	0.0	-53.5	-24.3	-4.9	14.9	-7.4
CC(=O)N/C(=C\c1ccc(F)cc1)C(=O)N(C)C	24.4	-22.1	15.3	-0.4	-5.1	18.2	6.1	-7.2	0.4	7.4	1.4
COc1ccc(Cn2c(C)c(C)c(C#N)c2NC(=O)Nc2cccc(C)c2)cc1	0.3	-2.9	9.8	-17.9	-3.0	19.4	0.7	-2.8	-15.6	-6.1	-3.8
COc1ccccc1-n1c(SCC(=O)Nc2cccc(C(=O)O)c2)nnc1-c1ccccc1O	3.0	9.4	-28.5	0.5	-8.4	8.7	0.4	-18.4	-13.1	-8.8	-10.4
Cc1ccc(SCCC(=O)N/N=C/c2ccccc2O)cc1	-40.8	-9.3	6.6	0.5	-12.6	-17.2	-10.8	4.0	5.3	17.0	-7.5
CCc1nc(C)ccc1OCC(=O)N(CC)CC	9.2	3.5	3.1	-23.7	-0.9	-13.9	9.2	7.1	-17.4	-1.0	5.5
COc1ccc(C(=O)NC(=S)N2CCOCC2)cc1OC	3.5	-13.2	-6.7	-6.5	-6.3	2.1	5.9	-0.8	-3.9	-3.3	-9.6

NR2F2 inh: entries above that show a hit.
mol	NOD2-RIPK2 inh	NCOA3 inh	SRC2 inh	SRC1 inh	TWEAK-Fn14 inh	NR2F2 inh	LRH-1 inv ag	LMP1 NFkB inh	TLR9-MyD88 block
COc1cccc(CNC(=O)c2cc3c(C)nc4ccccc4c3o2)c1	-0.5	-18.8	22.0	2.3	52.3*	37.9*	21.8	18.1	10.8

More entries.
SMILES	TROY NFkB inh	NOD2-RIPK2 inh	NCOA3 inh	SRC2 inh	SRC1 inh	TWEAK-Fn14 inh	NR2F2 inh	LRH-1 inv ag	TRAIL sens C8	LMP1 NFkB inh	TLR9-MyD88 block
CN1CCN(S(=O)(=O)c2cccs2)CC1	18.7	-4.4	-1.8	1.6	-3.8	-14.2	11.2	-2.6	-0.4	-4.6	5.8
CC(C)Cn1c(N)c(C(=O)COC(=O)COc2cccc(C(F)(F)F)c2)c(=O)n(C)c1=O	13.3	-4.2	7.6	-35.2	9.1	3.3	7.5	-3.9	2.2	3.4	-4.6
CCCCN(C(=O)CCC(=O)Nc1cc(C)on1)C(C(=O)NC1CCCC1)c1ccc(F)cc1 (configuration not stated)	8.1	-4.6	-3.1	0.0	-65.2	-6.8	-9.0	-8.9	2.6	-5.6	-10.6
Cc1ccc(N=C2CSC(=O)N2)cc1	6.0	0.2	24.8	-48.5	-2.6	8.3	-8.1	0.2	-9.6	0.1	1.0
Cc1cc(C)cc(NC(=O)c2cc(S(=O)(=O)N3CCCC3)cn2C)c1	12.8	-14.6	-6.2	27.4	2.2	10.4	11.3	-6.7	-1.1	5.6	-12.9
CS(=O)(=O)Nc1cc2c3c(c1)CCC(=O)N3CCC2	12.1	4.0	2.4	-18.9	12.7	1.1	-5.4	-28.3	-28.3	-3.6	-4.0
COc1cccc(N2CCN(C(=O)c3ccc(Cl)c(S(=O)(=O)N4CCCCCC4)c3)CC2)c1	-10.3	2.4	0.3	-5.8	-0.1	3.1	12.2	-1.7	0.1	-9.3	6.0
Cc1nc(N2CCN(c3ccccc3O)CC2)c2c(-c3ccccc3)csc2n1	12.3	2.0	7.0	14.5	17.2	49.9	19.9	1.7	6.6	6.8	-1.3
CCc1nc2ccc(C(=O)NCc3ccc4c(c3)OCO4)cn2c1N(C)Cc1cccs1	29.4	5.0	-13.8	-14.5	2.7	27.1	11.5	12.2	-0.3	.	.
CC(=O)c1ccc(NC(=O)/C(=C\c2cccs2)NC(=O)c2ccco2)cc1	-12.0	-1.0	-0.5	-2.6	5.7	-12.5	1.5	-0.8	-3.4	-3.6	8.5
O=c1oc2ccc(Br)cc2cc1-c1nc2ccccc2o1	-36.8	0.4	-2.0	-12.4	19.3	-23.2	2.7	-10.0	-4.9	-3.6	-26.2
CCCCc1ccc(NC(=O)Nc2cccnc2)cc1	-53.1	-9.4	-30.6	-55.2	-65.1	-55.7	-16.9	-66.7	45.5	-21.1	11.0
CCC(C)Cn1c(C(C)O)nc2ccccc21 (configuration not stated)	-9.2	-0.7	18.5	26.4	6.6	4.1	10.3	-3.7	1.0	3.3	1.3
CCOc1cc(C2Nc3ccccc3C(=O)N2c2ccccc2OC)ccc1O (configuration not stated)	2.0	-11.2	-0.4	-24.1	-29.2	-5.0	-0.2	0.6	3.5	4.7	-0.4
Cc1cccc(C)c1OCC(=O)NNC(=O)CCNC(=O)c1ccc(Br)cc1	7.9	-1.3	5.5	3.7	-11.2	6.5	-3.3	-1.4	-5.5	-1.6	0.1
O=C(O)CC/C(=N/NC(=O)CNC(=O)Cc1ccccc1)c1ccccc1	-9.7	-1.6	-4.1	3.5	-23.9	-25.7	-16.0	-6.5	4.0	-1.9	1.5
CCCCc1c(-c2ccccc2OC)ncn1CCc1ccccc1Cl	32.8	-8.2	.	13.2	.	-2.6	12.2	27.4	31.6	.	.
COc1ccccc1P(=O)(Cc1ccccc1)c1ccccc1 (configuration not stated)	-13.5	-8.8	0.5	-6.7	9.8	-6.4	19.3	-14.6	5.9	-7.8	0.4
CCc1nnc(NC(=O)c2ccc(Br)o2)s1	-23.6	1.8	-10.9	3.0	-18.9	2.5	-10.6	-3.1	3.4	-12.1	-8.1
O=C(Nc1ccc(N2CCN(C(=O)c3ccccc3)CC2)c(Cl)c1)c1cccnc1	25.7	5.6	14.9	2.5	16.0	8.0	19.4	3.8	28.3	30.6	3.6
CCOC(=O)COc1ccc(C(c2c(C)[nH][nH]c2=O)c2c(C)[nH][nH]c2=O)cc1	13.1	-0.6	7.7	-5.9	22.1	2.0	-16.2	23.2	-13.2	0.3	3.2
COc1ccc(S(=O)(=O)N(Cc2ccccc2)c2ccccc2C(=O)O)cc1	1.3	1.1	-13.4	26.5	15.4	20.0	-23.1	-0.9	-16.3	-38.1	-2.8
COCCn1nnnc1SCC(=O)c1ccc(F)cc1	-4.5	-0.7	-17.4	-26.7	-9.7	2.6	0.7	-21.7	9.5	-1.5	-1.9
COc1ccc(N(C(=O)c2ccncc2)S(=O)(=O)c2ccc(OC)c(OC)c2)cc1	34.6	-8.7	13.5	0.3	3.2	19.1	4.6	15.8	7.6	-5.6	-7.3
Cc1c(CN2CCN(C)C(CCO)C2)[nH]c2c(Cl)cccc12 (configuration not stated)	10.9	-7.6	8.7	-49.0	5.1	2.8	-8.1	-1.0	1.1	-1.7	-7.8
O=C(CCCN1C(=O)c2ccccc2C1=O)Nc1sc2c(c1C(=O)NCc1ccco1)CCC2	3.4	6.7	26.1	13.5	-31.2	-8.6	15.4	24.3	-6.0	-2.6	-2.1
O=C(OCC(=O)c1c[nH]c2ccccc12)c1ccc(OC(F)F)cc1	-18.4	2.8	1.3	-39.8	-12.9	8.1	11.2	-2.1	0.1	-20.6	-12.9
CN1CCN(NC(=O)c2cc(S(=O)(=O)N3CCOCC3)c(Cl)cc2Cl)CC1	-7.9	-10.7	0.4	-29.0	-9.4	10.8	1.2	-13.7	-4.7	18.5	-8.2
CCOc1nnc(C)c2c(C)n(-c3cccc(OC)c3)nc12	10.9	3.5	-13.2	-9.6	-4.8	-8.1	9.4	-1.4	-3.8	-2.6	-1.9

Not all compounds are listed, so the mix of outcomes need not match the whole.
